Screens (PubChem BioAssay)
Chronic BCR inh = chronic active BCR signaling inhibition; ABC-DLBCL IkBa-CBG/CBR reporter, luminescence ratio, 4 h; Potency, µM (highest dose often 46.1 µM), without a hit: top-dose ratio change, negative = lower green/red ratio, hits mostly inhibitors; hit rate 0.05% among 340,000; AID 493014; active = well fitted inhibition curve with a large enough effect in the signal ratio, with a control signal flat, not every such curve was filed as active; inconclusive = small, poorly fitted or top-dose-only effect, or effect the other way, or a change in a side signal; the % refers to the signal ratio;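 also: potency is read from the fitted curve at half-maximal effect; plate controls were basal doxycycline-induced cells for no effect and cells given 10 µM MG132 for full effect; MG132 reads +100%, hits lower the ratio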
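Cell line TMD8 (human ABC DLBCL), stably expressing tet-inducible CBG68-IkBa fusion and CBR; IMDM/0.5% FBS; cpd up to 46 uM; dox induction, 4 h, 37C/5% CO2; dual luminescence; green/red ratio; MG132 control.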
TCR activator = activators of T cell receptors. primary human leukocytes, anti-CD3, IL-2 HTRF, 48 h. Potency, µM (series often up to 9.22 µM), for inactives: at the top dose activation of IL-2 secretion, most hits filed as activators. 330,000 tested, under 10 active. AID 504894; also: % of control where 0% means no effect
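Compounds are tested in HTS on primary human leukocytes co-incubated with a-CD3 beads for 48 hr. IL-2 output is measured by time-resolved FRET.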
TSG101-PTAP inh = blocks PTAP/TSG101 interaction to inhibit HIV-1 budding; Fluorescence polarization, FITC-PTAP peptide / Tsg101 binding; 340,000 tested, under 10 active; Q99816; Potency, µM (series often up to 115 µM), without a hit: at the top dose activity change, negative = inhibition, most hits filed as inhibitors; active = well fitted inhibition curve with a large enough effect in the main read-out, with a control signal flat, not every such curve was filed as active; inconclusive = small, poorly fitted or top-dose-only effect, or effect the other way, or a change in a side signal; inactive = no such curve, though single readings can be large or run the other way; also: potency is read from the fitted curve at half-maximal effect; % of control where 0% means no effect
Target sequence (Q99816 whole entry, looked up): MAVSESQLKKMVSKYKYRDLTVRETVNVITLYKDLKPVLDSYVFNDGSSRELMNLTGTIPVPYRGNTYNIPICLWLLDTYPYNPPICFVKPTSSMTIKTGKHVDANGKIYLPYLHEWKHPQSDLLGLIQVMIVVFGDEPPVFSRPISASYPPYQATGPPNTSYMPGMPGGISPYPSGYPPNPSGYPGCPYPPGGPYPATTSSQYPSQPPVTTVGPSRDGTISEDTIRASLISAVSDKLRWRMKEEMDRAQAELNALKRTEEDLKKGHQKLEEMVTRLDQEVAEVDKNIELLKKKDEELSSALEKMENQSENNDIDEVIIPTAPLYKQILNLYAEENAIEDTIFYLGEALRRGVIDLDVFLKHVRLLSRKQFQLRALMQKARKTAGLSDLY
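Compounds were pin-transferred onto Tsg101 binding domain (10 uM final) in HEPES pH 7.5 buffer, then FITC-PTAP peptide was added at 50 nM final. After 20 min at RT, polarization reported peptide displacement across a qHTS concentration series.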
S-ASM inh = inhibitors of human secretory acid sphingomyelinase; placental ASM, HMU-PC fluorogenic substrate, 60 min; Potency, µM (highest dose often 57.5 µM), without a hit: at the highest dose activity change, negative = inhibition, most hits filed as inhibitors; hit rate 0.006% among 340,000; AID 504937; also: potency is read from the fitted curve at half-maximal effect
Target sequence (P17405 47-631 limits assumed): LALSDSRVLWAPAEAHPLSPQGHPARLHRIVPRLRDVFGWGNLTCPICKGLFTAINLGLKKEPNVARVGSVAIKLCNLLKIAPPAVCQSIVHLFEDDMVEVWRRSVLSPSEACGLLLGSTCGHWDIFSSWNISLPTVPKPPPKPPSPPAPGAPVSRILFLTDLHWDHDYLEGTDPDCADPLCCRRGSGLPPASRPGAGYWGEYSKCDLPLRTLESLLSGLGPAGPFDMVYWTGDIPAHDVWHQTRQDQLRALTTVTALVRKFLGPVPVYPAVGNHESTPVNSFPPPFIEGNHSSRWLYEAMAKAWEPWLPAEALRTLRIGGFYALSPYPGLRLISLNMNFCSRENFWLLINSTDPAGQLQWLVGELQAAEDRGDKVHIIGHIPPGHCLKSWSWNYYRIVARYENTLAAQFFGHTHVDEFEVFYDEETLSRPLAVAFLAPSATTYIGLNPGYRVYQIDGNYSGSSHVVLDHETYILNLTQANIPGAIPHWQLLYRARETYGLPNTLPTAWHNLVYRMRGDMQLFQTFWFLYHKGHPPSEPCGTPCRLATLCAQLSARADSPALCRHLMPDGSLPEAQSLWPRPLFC
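Human placenta-derived ASM enzyme was preincubated with compound for 10 minutes at room temperature, then given fluorogenic substrate HMU-PC0 (9 uM final) for 60 minutes at 37 °C; a pH 10 stop preceded fluorescence reading at Ex 386/Em 447 nm.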
Mito fusion yeast = blocks mitochondrial division or promotes mitochondrial fusion | S. cerevisiae fusion-defective mutant growth rescue, CellTiterGlo 48 h | Potency, µM (top dose mostly 46.1 µM), for inactives: top-dose growth rescue (activation), actives largely listed as activators | hit rate 0.23% among 320,000;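 also: potency is read from the fitted curve at half-maximal effect; % of control where 0% means no effect; nearly all actives have a fitted effect of over 45% in size; temperature-sensitive fusion mutants such as fzo1-1 at 37 °C on non-fermentable ethanol glycerol medium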
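Luminescent cell viability in 1536-well qHTS format served as the measure of rescued growth in ts fusion-mutant S. cerevisiae cultured on non-fermentable YPEG for 48 hours at 37C.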
TSHR antag = blocks TSH signaling through the human TSH receptor. activity change, negative = inhibition, % at 11.5 µM. hit rate 0.2% among 330,000. P16473. TSHR-expressing cells, TSH-stimulated cAMP HTRF, 2 h; active compounds read low. AID 504810;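 active = activity change below a set negative limit, meaning inhibition stronger than a set level, cut at about -70% in these data; inconclusive = activity change between two set negative limits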; also: % is scaled to controls: 0 for no effect and ±100 for the full control effect
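Freshly harvested TSHR cells receive pin-tooled compound, then EC80 TSH at 4nM final. After 2 hours at 37 deg C, antibody in lysis buffer and cAMP-d2 are added; 30 minutes at ambient temperature precede the HTRF read.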
ELG1 repair inh = blocks ELG1-dependent DNA repair in HEK293T cells; hit rate 2.3% among 330,000; HEK293T ELG1-luciferase reporter, luminescence, 16 h; DNA damage induced by 5-fluorouridine; Potency, µM (titrated, usually from 46.1 µM), without a hit: at the highest dose activity change, negative = inhibition, actives largely listed as inhibitors; also: potency is read from the fitted curve at half-maximal effect; % is scaled to controls: 0 for no effect and ±100 for the full control effect; nearly all actives have a fitted effect of over 55% in size
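Overnight (16 hr) co-exposure of 2,000 cells/well to 5-fluorouridine and compound at 37 °C preceded detection. Luciferase was quantified via ONE-Glo luminescence; loss of signal denotes inhibition.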
Tb PFK block = T. brucei PFK enzyme inhibition. O15648. T. brucei PFK, ADP-Glo luminescence. Potency, µM (highest dose often 57.5 µM), inactives show at the top dose activity, negative = inhibition, hits mostly inhibitors. hit rate 0.17% among 330,000. AID 485367;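 also: potency is read from the fitted curve at half-maximal effect; 0% = uninhibited 1x PFK enzyme wells and -100% = no-enzyme wells; nearly all actives have a fitted effect of over 60% in size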
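Activity is normalized to no-enzyme wells (full inhibition) and 1.25 nM enzyme wells (no inhibition). Reaction: 0.5 mM F6P, 0.1 mM ATP, 45 min RT, ADP-Glo luminescence; concentration-response curves fitted and classed by quality.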
a7 integrin act = integrin-mediated muscular dystrophy alleviation activation | AID 624291 | hit rate 0.064% among 350,000 | Potency, µM (titrated, usually from 38.3 µM), for the others: at the highest dose activation, most hits filed as activators | alpha7betagal myoblasts, beta-gal FDG fluorescence, 48 h;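 also: potency is read from the fitted curve at half-maximal effect; 100% = response of the positive control SU9516; nearly all actives have a fitted effect of over 60% in size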
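Alpha7betagal+/- myoblasts (passage 13) were plated 16-24 hr, then exposed to compounds (1:260 dilution of DMSO stock) for 48 hours at 37C. After MPER lysis, β-galactosidase reporter activity was read as FDG fluorescence (ex 480/em 540) after 30 minutes.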
AT treatment = potential ataxia-telangiectasia treatments restoring KAP-1 phosphorylation. hit rate 0.19% among 320,000. […] A-T fibroblasts, KAP-1 phosphorylation AlphaLISA; neocarzinostatin DNA damage 30 min before lysis. Potency, µM (titrated, usually from 57.5 µM), for inactives: at the highest dose activation, actives largely listed as activators. AID 485349; also: potency is read from the fitted curve at half-maximal effect; % of control where 0% means no effect; nearly all actives have a fitted effect of over 45% in size
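hTERT-immortalized A-T patient fibroblasts ([…]), 500 cells/well in OPTI-MEM, 1% FBS, got compounds for 60 min, then NCS for 30 min at 37C. Lysates were then assayed for phospho-KAP-1 by AlphaLISA (anti-pKAP1 donor, anti-KAP1 acceptor beads), 6 hr at 25C.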
Eya2 inh = Eya2 (human) phosphatase inhibition | O00167 | recombinant Eya2, OMFP fluorescence dephosphorylation (OMFP is methylfluorescein phosphate) | Potency, µM (series often up to 76.9 µM), for inactives: top-dose activity, negative = inhibition, usual class: inhibitors | hit rate 0.006% among 330,000 | AID 488837; also: potency is read from the fitted curve at half-maximal effect; % is scaled to controls: 0 for no effect and ±100 for the full control effect
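Eya2 (0.2 uM) preincubated 10 min at ambient with compound, then OMFP substrate added at 50 uM; 10 min reaction in 50 mM HEPES pH 7.5, 50 mM NaCl, 5 uM MgCl2, 0.05% BSA, 1 mM DTT. Fluorescence read at Ex 485/Em 525 nm.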
Numbers without * were called inactive; ? = inconclusive; . = no result given; & = joins results of further samples; [ ] = remark or other dose. Unless noted, calls follow the shape of the dose curve; as a rule, active = well fitted curve in the direction sought with a large enough effect; inconclusive = small, poorly fitted or top-dose-only effect, or another doubt; inactive = no such curve, though single readings can be large; an effect the other way counts as inactive or inconclusive.

SMILES | Chronic BCR inh | TCR activator | TSG101-PTAP inh | S-ASM inh | Mito fusion yeast | TSHR antag | ELG1 repair inh | Tb PFK block | a7 integrin act | AT treatment | Eya2 inh
Cc1cccc(NC(=O)Cn2nnc(-c3ccc(CN4CCCC4)cc3)n2)c1C | -2% | 6% | 0% | -2% | -11% | 5 | ? | -1% | -28% | 13% | -4%
O=C1CSC(=Nc2ccc(O)cc2)N1 | ? | -6% | 0% | 1% | 4% | 14 | -2% | -4% | ? | -2% | 9%
CC(=O)Nc1ccccc1C(=O)C(=O)Nc1ccc(F)c(Cl)c1 | 1% | . | -1% | 3% | 0% | -7 | ? | -10% | ? | -9% | 0%
CC1=C[C@H](C)[C@H](c2c(F)cccc2Cl)CC1=O | -4% | 5% | 2% | 5% | 3% | 0 | 18% | -6% | ? | 9% | -2%
CCCc1cc(C(=O)NCc2cccnc2)no1 | 3% | -3% | -3% | -1% | -6% | 4 | ? | -2% | -16% | 6% | -7%
Cc1cccc(NC(=O)c2nc[nH]c2C(=O)Nc2cccc(C)c2)c1 | 18% | -4% | 1% | -1% | -2% | 1 | -11% | -3% | -18% | 5% | 0%
O=C(COC(=O)/C=C/c1ccc([N+](=O)[O-])cc1)NCc1ccc2c(c1)OCO2 | 1% | 0% | -8% | 2% | 0% | -1 | 6% | -6% | -11% | -9% | ?
Cn1ccsc1=NC(=O)c1cccc(C#N)c1 | -18% | 5% | -9% | 0% | 11% | 5 | ? | -11% | 4% | -1% | 11%
CCC1(O)c2ccccc2-c2ncccc21 (stereo not drawn) | -3% | 5% | -4% | 0% | 1% | -10 | ? | 2% | -1% | 2% | 2%
CC(C)(C)Nc1c([N+](=O)[O-])c(=O)sc2ccccc12 | ? | . | -1% | -2% | -10% | 4 | 10% | 3% | 2% | -6% | 10%
C=CCNc1nnc(Cc2ccc(C(C)C)cc2)c(=O)[nH]1 | -3% | 4% | -2% | 5% | -11% | -3 | -21% | 3% | 0% | -3% | 1%
CC1(C)Cc2c(cnn2-c2ccccc2)C(NC(=O)CCc2ccncc2)C1 (stereo not drawn) | -3% | -2% | 0% | -2% | 2% | 10 | -11% | -20% | -19% | 3% | -3%
COc1ccc(CC(=O)OCC(=O)NC2CC2)cc1 | 2% | 12% | -8% | 1% | 1% | 14 | ? | 24µM* | -33% | 2% | -8%
CC1CCCN(CCCNC(=O)C2CCN(S(=O)(=O)N3CCC4(CC3)OCCO4)CC2)C1 (stereo not drawn) | -5% | 3% | -5% | -2% | -4% | 0 | 12% | -4% | -9% | 1% | 3%
N#CCCNc1c(Cl)cc(Cl)cc1C(=O)O | ? | -31% | -2% | 1% | -12% | -1 | 0% | -1% | 12% | -3% | 11%
CC1CCc2sc(C(=O)OCC(=O)NC(N)=O)cc2C1 (stereo not drawn) | ? | 4% | -5% | 16% | 5% | 1 | -2% | 7% | -2% | 0% | -5%
O=C(O)c1cnn(-c2nc(-c3cccc([N+](=O)[O-])c3)cs2)c1C(F)(F)F | 4% | 8% | -2% | -5% | 8% | 1 | 6% | ? | 26% | 40% | -9%
O=C(NCCc1nc2ccccc2[nH]1)/C(=C/c1ccc2c(c1)OCO2)NC(=O)c1ccccc1Cl | -19% | 5%[46.1 µM] | -8% | 4% | 6% | 15 | ? | 2% | -4% | 3% | -13%
Cn1cccc1/C=N/NC(=O)CSc1nc2ccccc2[nH]1 | ? | 3% | -8% | 0% | -4% | -4 | 19% | 7% | -28% | 1% | 26%
Cc1ccc(CS(=O)(=O)Cc2ccc(C(=O)NCc3ccco3)o2)cc1 | -4% | 2% | -2% | 3% | 0% | 8 | -10% | -2% | -19% | 15% | -5%
COc1ccccc1NCCC#N | 3% | 17% | -7% | 4% | 1% | 4 | 3% | 1% | 14% | -1% | -12%
Cc1ccc(S(=O)(=O)NCCN=C(CN2CCCC2)NS(=O)(=O)c2ccc(C)cc2)cc1 | 4% | 10% | -1% | 5% | -3% | -4 | -13% | -6% | -27% | 3% | -4%
COc1cc(C2C3CN(C)CC=C3C(C#N)=C(N)C2(C#N)C#N)ccc1OC(C)C (stereo not drawn) | 1% | . | -27% | . | -2% | 5 | 11% | 2% | -42% | 2% | 11%
CCOC(=O)CSCC(=O)Nc1cc(C)ccc1C | 3% | 1% | -9% | 2% | -6% | -1 | -1% | -12% | 12% | 8% | -5%
CCCc1nc(SC)[nH]c(=O)c1C | 4% | -1% | -6% | 0% | -5% | 0 | -2% | 0% | 10% | -4% | 4%
(continued)
SMILES | Chronic BCR inh | TCR activator | TSG101-PTAP inh | S-ASM inh | Mito fusion yeast | TSHR antag | ELG1 repair inh | Tb PFK block | a7 integrin act | AT treatment | Eya2 inh
Cc1cc(=O)[nH]c(SC(C)C(=O)Nc2cccc3ccccc23)n1 (stereo not drawn) | 14% | 2% | -1% | 4% | -2% | 9 | -7% | 6% | 41% | -1% | -20%
CCOc1cccc(-n2nnnc2-c2ccc(OC)cc2)c1 | -21% | 2% | -5% | 0% | 1% | 7 | ? | 1% | -19% | 13% | 4%
CCS(=O)(=O)N1CCCC(C(=O)NCCCN2CCCC2=O)C1 (stereo not drawn) | 9% | 5% | 1% | 4% | -5% | 7 | 15% | 6% | -11% | 20% | 9%
Cc1ccc2nc(-c3ccc(N)cc3)sc2c1 | ? | -2% | -8% | . | -6% | -5 | ? | -10% | 13% | 12% | 15%
CCC1(c2ccccc2)NC(=O)N(CC(=O)Nc2cc(Cl)ccc2N2CCOCC2)C1=O (stereo not drawn) | ? | 8% | -1% | -6% | 0% | 16 | ? | -7% | -15% | -4% | 5%
CC(=O)c1cccc(N=c2scc(-c3ccc(S(=O)(=O)N4CCOCC4)cc3)n2CCO)c1 | -8% | 7%[46.1 µM] | -3% | 4% | -31%[inhibitor] | -23 | ? | -6% | -44%[inhibitor] | -4% | -1%
CCc1cc2c(=O)c(-c3nc4ccccc4[nH]3)coc2c(CN2CCCCC2)c1O | ? | -5% | -1% | 19% | 5% | -14 | ? | 3% | -1% | 8% | -22%
O=C(O)c1cccc(-c2noc(-c3cccc(Cl)c3)n2)c1 | ? | 8% | -4% | 5% | 9%&24% | -15&21 | ? | 0%&5% | . | 0%&8% | -15%&12%
COc1ccc(-c2csc(/C(C#N)=C\c3ccc(OC)c([N+](=O)[O-])c3)n2)cc1 | 2% | -3%[46.1 µM] | ? | 4% | 0% | -2 | -13% | -2% | 6% | 1% | -16%
Cc1ccc(OCC(=O)Nc2c3c(nn2C(C)(C)C)CS(=O)(=O)C3)cc1 | -2% | 1% | -1% | 2% | 2% | 13 | 0% | 1% | 6% | 13% | -2%
Cc1ccc2c(CC(=O)NCC(C)(C)N3CCOCC3)coc2c1 | 0% | . | -5% | 0% | 1% | 0 | -22% | -3% | 11% | -2% | -7%
C/C(=N/NC(=O)c1ccco1)c1ccc(NC(=O)c2ccc(Br)o2)cc1 | ? | -6% | 0% | -2% | 1% | 1 | ? | 0% | 0% | 4% | 7%
Cc1nn(-c2cccc(Cl)c2)c2c1C(c1ccncc1)C(C#N)=C(N)O2 (stereo not drawn) | ? | 3% | -4% | 0% | -7% | -14 | -12% | -1% | 19% | -7% | -2%
Cc1ccc(NC(=O)CN2C(=O)S/C(=C\c3ccccn3)C2=O)cc1C | ? | 2% | 0% | 3% | 2% | 1 | -4% | -7% | -6% | 4% | -2%
CC(C)(C)C1=Nn2c(nnc2C2CCCCC2)SC1 | 0% | . | -9% | 4% | 11% | 2 | 21% | ? | -6% | . | -6%
CCOC(=O)c1cnc(/N=C/N(C)C)s1 | 10% | 2% | 0% | -3% | -9% | 10 | ? | -2% | 0% | 1% | 4%
Cc1ccccc1NC(=S)N=Nc1c(O)n(C)c2ccc(S(=O)(=O)N3CCOCC3)cc12 | ? | 5% | -2% | -13% | 6% | -8 | 29% | 1% | -37% | 6% | 6%
Cc1nnc2n1N=C(c1ccc(F)cc1F)CS2 | -1% | 9% | -4% | 1% | -4% | -2 | 11% | -2% | -14% | -3% | 2%
